# CaV13 ICDI inh: Disruptors of the CACNA1D IQ motif to Ca2+-dependent inactivation inhibitor domain association, primary screening, Förster resonance energy transfer in intact living …; HEK cells, CFP/YFP FRET ICDI-IQ, plate reader, 10 min; percent FRET-ratio fall versus neutral wells; inhibition, % at 12.3 µM; 0.098% of 340,000 active;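 active means mean replicate inhibition of at least 30% and at least 1% of replicates passing that level; inconclusive means only one of the two criteria is met; inactive means neither criterion is met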;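 further: 0% = median of the neutral control wells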
# PDI inh: inhibitors of human protein disulfide isomerase; AID 588391; 0.052% of 350,000 active; PDI insulin aggregation turbidity, A650, 90 min; P07237; inhibition, % at 10 µM;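 active means mean inhibition across replicates of 30% or more, whatever share of single replicates reach that level; inconclusive means mean inhibition below 30% while every single replicate reaches 30%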;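 further: absorbance from insulin aggregation driven by PDI reduction with DTT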
# Vif inh: inhibitors of HIV Vif; 0.35% of 340,000 active; inhibition, % at 7.49 µM; HEK293T cells, Vif self-association by quenched fluorescence, imaging, 24 h; in the data active means inhibition above about 50%, passing the limit was not always enough; inconclusive means no clear call, values can overlap the other calls; inactive means below about 31%; further: some results filed as inactive read as strong as hits
# hiPSC survival: hiPSC single-cell survival enhancement; ATPlite luminescence; 100% = ROCK inhibitor wells, 0% = DMSO; survival enhancement, % at 20 µM; 0.044% of 360,000 active; in the data active means survival enhancement above about 18%;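 further: cells exposed to compounds for 16 hours before the ATP read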
# N-glyco inh: blocks N-linked glycosylation in D54 reporter cells | D54 ERlucT glycosylation luciferase reporter, 24 h; percent of 100 nM tunicamycin response | reporter increase, % at 12.5 µM | 0.23% of 360,000 active | AID 588692;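 active means mean luciferase reporter signal, scaled so untreated is 0 and the glycosylation-blocking control 100, at or above a set limit in every replicate; inconclusive means mean reaches the limit but not every replicate does; inactive means mean below the limit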;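 further: luciferase carries N-glycosylation sites so blocking glycosylation raises the light; 0% = median of neutral control wells and 100% = median of 100 nM tunicamycin wells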
# Cardio protect: protects H9c2 cardiomyocytes from peroxide injury. H2O2 injury protection, ATPLite, 2 h. protection from H2O2 cell death, % at 20 µM. 0.63% of 360,000 active;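 active means compounds giving at least 50% protection of heart cells from peroxide-induced death in the single-dose screen, raw or plate-pattern-corrected value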;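 further: 0% = DMSO wells with peroxide and 100% = DMSO wells without peroxide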
# aDG glyco up: alpha-DG glycosylation activation. Pro5-aDG cells, alpha-DG glycosylation AlphaScreen (IIH6); 0% Pro5, 100% B10-LARGE cell signal. activation, % at 10 µM. 0.22% of 360,000 active. AID 624168;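 active means activation of at least 8% versus controls, or a plate z-score of at least 8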;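 further: Pro5 are CHO cells carrying HIG-tagged alpha-DG that lacks glycosylation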
# Exocytosis inh: lytic granule exocytosis inhibition. TALL-104 LAMP-1 surface exposure, flow cytometry; cells stimulated with thapsigargin and PMA. inhibition, % at 10 µM. 0.66% of 360,000 active. AID 651702;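 active means inhibition above about 55%, limit read from the data; inconclusive means no clear call, values can overlap the other calls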
# ABCB6 inh MLPCN: blocks the human ABCB6 transporter. Q9NP58. K562-ABCB6 porphyrin accumulation, flow cytometry, 1 h; stronger effect = lower value. fluorescence ratio to DMSO, % at 10 µM. 0.19% of 360,000 active;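 active means fluorescence ratio to DMSO below 75%, the collection mean minus 3 SD; inconclusive means too few cells collected in the well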;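 further: signal is porphyrin accumulated inside mitochondria; 100% equals median channel fluorescence of DMSO control wells; lower ratio means ABCB6 inhibition with less porphyrin fluorescence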
# Target sequence (Q9NP58 whole entry, looked up): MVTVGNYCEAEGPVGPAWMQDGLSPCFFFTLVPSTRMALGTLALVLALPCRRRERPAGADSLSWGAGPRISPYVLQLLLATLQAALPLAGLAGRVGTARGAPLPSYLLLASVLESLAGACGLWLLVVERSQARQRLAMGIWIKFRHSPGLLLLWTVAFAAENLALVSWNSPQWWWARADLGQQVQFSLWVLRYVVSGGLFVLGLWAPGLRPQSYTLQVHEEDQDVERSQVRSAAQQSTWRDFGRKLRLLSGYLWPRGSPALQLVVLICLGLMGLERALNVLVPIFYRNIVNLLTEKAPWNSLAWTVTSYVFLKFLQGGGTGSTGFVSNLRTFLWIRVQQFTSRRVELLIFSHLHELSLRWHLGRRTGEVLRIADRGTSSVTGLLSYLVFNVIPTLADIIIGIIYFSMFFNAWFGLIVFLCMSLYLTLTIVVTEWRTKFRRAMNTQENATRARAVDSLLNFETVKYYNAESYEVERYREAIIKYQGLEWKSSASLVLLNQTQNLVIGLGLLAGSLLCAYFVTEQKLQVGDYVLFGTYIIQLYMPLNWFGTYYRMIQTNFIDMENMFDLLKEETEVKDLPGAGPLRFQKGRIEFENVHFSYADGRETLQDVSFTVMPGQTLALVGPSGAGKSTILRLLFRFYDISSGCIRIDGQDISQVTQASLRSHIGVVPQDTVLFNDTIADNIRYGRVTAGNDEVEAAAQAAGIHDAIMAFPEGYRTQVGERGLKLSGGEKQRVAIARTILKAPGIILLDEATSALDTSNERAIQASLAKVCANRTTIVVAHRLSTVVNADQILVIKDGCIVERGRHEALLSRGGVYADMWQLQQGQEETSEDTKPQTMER
# HTR2A ag: agonists of mouse serotonin 5-HT2A receptor (HTR2A); 0.66% of 360,000 active; activation, % at 7.6 µM; CHO-K1 mHTR2A beta-arrestin complementation, luminescence; percent of 30 µM serotonin response;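 active means activation above a run cutoff, the mean activation of all tested compounds plus 3 SD, cut at about 14% in these data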;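 further: 0% = plate median of compound wells and 100% = 30 µM serotonin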
# Active calls of the source: *; ? = inconclusive; / = no result given; & = joins results of further samples.
SMILES,CaV13 ICDI inh,PDI inh,Vif inh,hiPSC survival,N-glyco inh,Cardio protect,aDG glyco up,Exocytosis inh,ABCB6 inh MLPCN,HTR2A ag
O=C(Nc1ccccc1)NC1CCCCNC1=O (configuration not stated),2,2,6,-0.5,-1,1,-0.1,0,99,0
Cn1c(CCNC(=O)c2ccc(F)cc2)nc2ccccc21,-4,2,3,-2.0,1,5,0.0,1,101,-2
C#CCn1c(=NC(=O)c2ccc(S(=O)(=O)N3CCc4ccccc4C3)cc2)sc2cc(S(N)(=O)=O)ccc21,/,22,2,0.2,-14,1,-0.3,1,96,2
O=C(CSc1ccc2c(c1)OCCO2)NCC1CCCO1 (configuration not stated),-4,-1,6,-2.1,2,-4,0.0,1,99,0
Cc1ocnc1C(=O)Nc1ccc(Cl)cc1,-7,-2,-4,-1.6,-1,-7,-0.1,-4,99,-4
O=C(CN1C(=O)NC2(CCCC2)C1=O)NCCN1C(=O)S/C(=C\c2ccccc2F)C1=O,-6,6,-12,3.6,2,3,0.1,1,106,-2
CCOc1ccc2nc(Nc3nc(CSc4nnnn4-c4ccccc4)cc(=O)[nH]3)nc(C)c2c1,-6,2,-3,0.7,0,48,0.4,-2,91,3
c1ccc2[nH]c(-c3ccnc4ccccc34)nc2c1,4,18&8,9&-3,-2.7&1.6,1&4,-2&16,0.0&0.1,-7&0,98&101,1&4
COc1ccc(Cl)c2sc(N3CCN(C(=O)C4=COCCO4)CC3)nc12,-7,-1,/,-0.5,5,3,-0.1,-1,91,1
O=C(CO/N=C/c1ccccc1O)NNC(=O)c1ccccc1Cl,-5,1,-4,3.2,2,-4,0.0,-1,94,0
O=C(Cn1ccc2ccccc2c1=O)Nc1ccc2c(c1)OCO2,/,7,2,-0.1,-3,-9,-0.2,-2,104,-4
CCOc1ccccc1O[C@H](c1ccccc1)[C@H]1CNCCO1,-6,1,-1,5.4,0,5,0.8,-1,110,-3
CCN(C(=O)C1=COCCO1)c1nc2c(C)cccc2s1,-7,-2,-11,-0.6,0,-3,0.0,-3,97,4
O=C(NCc1ccc2c(c1)OCO2)c1cccc(S(=O)(=O)N2CCCCC2)c1,-8,-1,3,-0.9,-2,-3,0.2,27,101,-4
CNC(C)C#Cc1ccc2oc3cc(C)c(C)cc3c(=O)c2c1 (configuration not stated),-6,-1,-4,-1.3,0,-14,0.1,0,109,-6
Cc1cccc(NC(=O)c2cnn3ccccc23)c1C,-1,4,22,-0.2,19,0,0.0,0,100,-2
O=C(CN1CCCC1)N/N=C/c1ccc(-c2cccc(Cl)c2)o1,/,-6,9,-0.9,-3,18,0.1,2,/,-5
COc1ccc(C(=O)NCCCCc2ccccc2)cc1,8,-6,-1,-0.6,0,1,0.1,24,100,1
COc1ccc(NC(=O)c2cccc(OC(=S)N3CCOCC3)c2)cc1,-7,-5,-12,-0.8,-3,2,1.4,-2,95,5
O=C(CSc1nnc(COc2ccccc2)n1Cc1ccco1)c1ccc(F)cc1,-6,3,1,-3.6,-1,9,0.3,0,97,-2
O=C(c1ccc(Br)c([N+](=O)[O-])c1)N1CCN(Cc2ccccc2)CC1,-5,-3,2,-0.6,-3,1,0.1,13,103,0
Cc1ccc(-c2csc(NC(=O)CN3CCOCC3)n2)cc1,-4,-2,-10,-0.3,11,-2,0.2,10,101,-1
CCOC(=O)C1=C(COC(=O)Cc2ccccc2[N+](=O)[O-])NC(=O)NC1C (configuration not stated),-12,1,-7,-0.7,2,0,0.0,-7,104,0
COc1ccc(OC)c(-c2nc(C)sc2CC(=O)O)c1,-5,-4,-5,0.3,3,-4,0.0,0,103,4
Cc1cccc(NC(=S)NNC(=O)c2csc3c2CCC(C)C3)c1 (configuration not stated),-8,0,-4,-1.4,-1,3,-0.1,-1,96,9
O=C(CN1CCN(Cc2cccc(F)c2)CC1)NCc1ccccc1,-2,-1,-5,-0.2,0,2,-0.2,3,99,2
COc1ccc(OC)c(NC(=O)C2(C)CCN2C(=O)C2(c3ccccc3)CCCC2)c1 (configuration not stated),-7,2,-3,-1.3,-3,-2,-0.3,-3,92,6
COc1ccc2c(C)cc(C)nc2n1,-4,7,-1,-0.3,1,0,0.2,1,96,6
CCCNC(=O)C1(C)CCCN(Cc2ccc(Oc3ccccc3)cc2)C1 (configuration not stated),-5,3,-6,2.1,-6,-3,0.6,-4,96,-5
COc1cccc(C(=O)C(=O)c2cccc(OC)c2OC)c1OC,-7,-4,14,-2.3,0,-2,0.1,9,98,-5
COCc1cccc(-c2csc(C(NC(C)=O)c3cccc(F)c3)n2)c1 (configuration not stated),-5,8,-5,1.5,1,6,-0.2,-11,105,2
CCOc1ccc(NC(=O)c2ccc3snnc3c2)cc1,-1,-3,-9,-0.5,-1,-8,-0.1,-6,103,1
C[C@H]1CN([C@@H](C)CO)C(=O)Cc2cc(NC(=O)Nc3ccccc3)ccc2O[C@H]1CN(C)Cc1ccccc1,-7,?,-4,-2.3,-12,15,0.2,-4,100,-1
Cc1ccc([N+](=O)[O-])cc1-c1ccc(/C=N/NC(=O)c2cc3c(ccc4ccccc43)o2)o1,/,28,/,1.8,1,35,-0.1,8,98,7
CC1CCN(C(=O)CCCC(=O)N2CCC(C)CC2)CC1,/,2,1,0.2,1,3,0.1,-2,102,8
CC1CC(C)(C)Nc2ccc(OC(=O)c3ccco3)cc21 (configuration not stated),-5,-3,-83,-5.1,-5,-30,0.2,82*,114,-7
COc1ccc(Cl)cc1CN1C(=O)C(Cc2ccccc2)ON=C1C (configuration not stated),-6,-2,/,-2.8,-3,-2,-0.1,-3,96,-2
CC(C)(C)c1ccc(CC(=O)N2CCC2(C)C(=O)NS(=O)(=O)c2cccc(F)c2)cc1 (configuration not stated),-7,2,23,2.5,-1,3,-0.1,1,98,6
COc1cc2c(cc1NC(=O)/C=C/c1cc(OC)c(OC)c(OC)c1)oc1ccccc12,-16,-4,-12,-2.1,0,37,-0.5,-1,91,6
O=[N+]([O-])c1cccc(S(=O)(=O)N/N=C\c2ccc3c(c2)OCO3)c1,/,-2,-5,0.0,-1,-3,0.1,-1,108,-3
CCC(=O)N1CCN=C1SCc1cc(C)ccc1C,-15,-2,4,-0.2,0,3,0.7,-4,98,4
S=c1[nH]nc(COc2cccc3ccccc23)n1Cc1ccccc1,-5,-4,-1,-0.8,-2,-8,0.0,4,98,3
CN(C)C=NC(=O)c1cc(C(=O)c2ccc(Cl)cc2)c[nH]1,-4,3,3,1.2,-2,0,0.0,1,99,-1
O=C(CN1CCN(S(=O)(=O)c2ccc(Br)cc2)CC1)N/N=C/c1cccnc1,-5,12,-3,0.7,4,1,-0.3,8,100,-1
CC(=O)N1CCCc2cc(S(=O)(=O)N3CCCC(C(=O)Nc4ccccc4C)C3)ccc21 (configuration not stated),-15,-10,-1,-0.5,1,-8,-0.1,-2,93,-1
O=S(=O)(NCCC(c1ccc(F)cc1)c1ccco1)c1ccccc1 (configuration not stated),-5,1,-6,-0.4,-2,-8,0.1,-6,96,-5
CCOC(=O)c1cnc2cc(C)nn2c1C,-5,3,-12,-1.6,0,-2,0.0,4,99,4
NC(=O)C1CCN(C(=O)c2cccc3ccccc23)CC1,-2,3,3,-0.7,0,0,-0.1,10,100,3
CC(=O)c1cccc(NC(=O)CCn2c(=S)oc3ccccc32)c1,-21,3,-7,1.1,-1,1,0.0,0,101,1
O=C(Nc1nc2ccsc2c(=O)s1)c1ccc(F)cc1,-12,-5,-1,1.6,-8,-3,0.1,3,95,-1
Cc1cc(-c2ccc(C(C)C)c(S(=O)(=O)NCc3ccco3)c2)on1,-2,-11,3,0.2,6,4,-0.2,1,100,4
CCOC(=O)c1ccccc1NC(=O)c1cc(S(=O)(=O)N2CCOCC2)ccc1F,-2,1,-8,4.8,0,-4,0.6,0,99,-4
O=C(CO/N=C/c1ccc(Cl)cc1Cl)NNC(=O)c1cccc(Cl)c1,-20,1,5,0.5,1,6,-0.1,-8,105,5
CC(C)c1cccc(-c2ccc3c(c2)S(=O)(=O)c2cccc(C(=O)NCc4ccco4)c2C3=O)c1,-10,0,1,2.7,0,16,-0.3,-1,104,-6
CCOC(=O)c1sc(NC(=O)Cc2ccc(C)cc2)nc1C,-4,2,-3,1.1,2,-2,0.1,2,96,-5
CCOC(=O)c1c(C)n(C)c2ccc(O)c(CN(CC)CC)c12,-5,1,6,0.3,0,3,0.2,0,93,-6
O=C(NCc1ccc2c(c1)OCO2)C1CCCN(S(=O)(=O)c2cccs2)C1 (configuration not stated),-6,-9,-7,1.2,0,4,-0.1,-4,97,-3
Cc1ccc(S(=O)(=O)N2CCC(C(=O)N[C@H](C(=O)N3CCN(C)CC3)C(C)C)CC2)cc1,-11,12,-5,2.6,1,-4,0.0,1,101,6
Cc1ccc(CNC(=O)CCS(=O)(=O)c2cc3c(cc2Cl)NC(=O)CO3)cc1,-2,14,13,1.1,0,2,-0.3,-5,104,-8
O=C(NC(=S)N1CCN(c2ccc([N+](=O)[O-])cc2)CC1)c1ccc(F)cc1,-16,-4,-4,-2.2,1,11,1.1,-2,100,1

# Complete entries as entered above:
# O=C(CN1CCN(S(=O)(=O)c2ccc(Br)cc2)CC1)N/N=C/c1cccnc1 reads CaV13 ICDI inh: -5; PDI inh: 12; Vif inh: -3; hiPSC survival: 0.7; N-glyco inh: 4; Cardio protect: 1; aDG glyco up: -0.3; Exocytosis inh: 8; ABCB6 inh MLPCN: 100; HTR2A ag: -1
# S=c1[nH]nc(COc2cccc3ccccc23)n1Cc1ccccc1 reads CaV13 ICDI inh: -5; PDI inh: -4; Vif inh: -1; hiPSC survival: -0.8; N-glyco inh: -2; Cardio protect: -8; aDG glyco up: 0.0; Exocytosis inh: 4; ABCB6 inh MLPCN: 98; HTR2A ag: 3

# The results go on:
SMILES,CaV13 ICDI inh,PDI inh,Vif inh,hiPSC survival,N-glyco inh,Cardio protect,aDG glyco up,Exocytosis inh,ABCB6 inh MLPCN,HTR2A ag
Nc1nc(OCC(F)(F)F)cc(Oc2ccccc2F)n1,-7,-2,-14,-0.2,1,-10,0.1,-1,102,2
Cc1c(Cl)cccc1NC(=S)N1CCC(C(N)=O)(N2CCCCC2)CC1,-6,-3,-1,1.2,1,0,0.1,-1,96,0
O=C(NCCNC(=O)c1ccccc1Cl)c1ccco1,-5,-5,11,0.3,-1,0,0.0,-17,96,3
COc1ccc(CN(CC(=O)NCCC(C)C)C(=O)CCC(=O)Nc2nccs2)cc1,-19,-12,11,0.1,1,1,-0.1,-2,102,4
COCCn1c(SCC(=O)N2CCCC2=O)nnc1-c1ccncc1,-6,5,-14,1.9,3,4,0.1,6,99,1
O=C(Cn1cnc2c(oc3ccccc32)c1=O)NCCc1ccccc1,/,15,-3,-0.2,1,2,0.0,4,100,0
N#Cc1c(N)[nH]c(=S)c(C#N)c1-c1ccccc1,-4,5,-4,-0.1,1,12,0.8,2,96,0
CCOc1ccc(C2SCC(=O)N2c2c(C)n(C)n(-c3ccccc3)c2=O)cc1 (configuration not stated),/,14,3,-3.6,3,6,0.0,0,91,-2
CCC(=O)Nc1cccc(NC(=O)c2ccc(C)cc2Cl)c1,/,0,1,-0.8,0,-7,-0.1,-2,101,-1

# Screening data (PubChem)
